Compound activity from PubChem BioAssay.
Dynein cargo inh = blocks dynein driven cargo transport along microtubules; 3617.4 mouse cells, GR-EGFP nuclear translocation imaging; test concentration mostly 20 µM; stimulated with dexamethasone, 1 µM; stronger effect = lower value; z-score, hits read low; 220,000 compounds, 0.47% hits; AID 1381;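 active means plate z-score of nuclear minus cytoplasmic receptor signal below a set negative limit, without overly bright fluorescence or cell loss, cut at about -3.5 in these data, passing the limit was not always enough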;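 further: z-score of nuclear minus cytoplasmic ring GR-EGFP intensity difference per well; some compounds called inactive have numbers as strong as hits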
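Also added – dexamethasone, 1.0 µM final · Buffer or medium – tet-free, stripped-serum medium · Schedule – induction 48 h, compound 1 h, agonist 30 min · Detection – formaldehyde fixation, Hoechst nuclear stain, 10x automated fluorescence imaging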
HIV peptide binding = inhibitors of HIV fusion peptide binding, primary screen, biochemical, uHTS, fluorescence dequenching (AID 1986); cell-free peptide binding, fluorescence dequenching, 30 min; higher % means a stronger effect; one-dose inhibition, % at 20 µM; IC50 in µM for titrated hits; 290,000 compounds, 0.3% hits; in the data active means inhibition mostly above about 52%, no sharp cut-off; inactive means mostly below about 76%; further: some results filed as inactive read as strong as hits
b-catenin transl = modulators of beta-catenin nuclear translocation; 190,000 compounds, 0.3% hits; nuclear translocation activity, % at 5 µM; AID 1665; HeLa beta-catenin nuclear translocation, immunofluorescence imaging;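 active means nuclear translocation activity above 50% at 5 µM, with a well cell count of 50 or more; inconclusive means wells under 50 cells across six images, flagged as toxic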;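 further: per-cell ratio of nuclear to cytoplasmic median beta-catenin stain intensity; plate controls were DMSO negative control for no effect and GSK-3 inhibitor IX positive control for full effect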
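Test system: human HeLa cell line; Doses: 5 µM primary, 0.02–20 µM confirmation; Incubation: 24 h compound exposure, 37°C; Detection: beta-catenin immunofluorescence imaging with DAPI; Read-out: beta-catenin nuclear/cytoplasmic ratio, % activation.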
MT stabilize HCS = microtubule stabilizers in HeLa cells; HeLa tubulin immunostaining HCS, 24 h; share of cells brighter than vehicle mean+2SD; % tubulin-high responders, % at 10 µM; 200,000 compounds, 0.83% hits;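 active means plate Z-score above 3 for both tubulin-high and condensed-nucleus cell shares, with cell loss under 80%, at 10 µM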;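 further: anti alpha tubulin signal scored within the nucleus-defined area of each cell; some results filed as inactive read as strong as hits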
WT yeast gro inh = growth inhibition of WT yeast, mitochondrial fusion screen; inhibition, % at 10 µM; mitochondrial fusion phenotypic screen, WT strain; 190,000 compounds, 2.1% hits; in the data active means inhibition above about 58%; tested in S. cerevisiae
Insulin prom up = MIN6 insulin promoter up-regulation. MIN6 insulin promoter-GFP reporter, high-content imaging; stronger effect = higher value. z-score at 5 µM. 190,000 compounds, 0.3% hits. AID 1625;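 active means z-score above 3 at 5 µM with at least 500 cells counted in the well; inconclusive means wells under 500 cells, flagged as cytotoxic or low count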
Yfh1-off respiration = mitochondrial function rescue without frataxin homolog – Friedreich's ataxia, plus single-dose screen, dose response (AID 1465). fold induction at 50 µM; hits with a dose series show EC50 in µM. 220,000 compounds, 0.074% hits. S. cerevisiae Yfh1-off respiration, WST-1 reduction, 72 h; higher fold induction means a stronger effect;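 active means fold induction of absorbance versus untreated yeast above a set limit, then at least 30% activation at any dose in follow-up; inconclusive means repeats straddling the limit, or above it without dose testing; inactive means fold induction below the set limit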;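 further: activators that raise dye reduction in frataxin-depleted yeast; strong numbers were not always called active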
Autophagy HCS = autophagy modulation, high-content screen. AID 463193. 190,000 compounds, 0.98% hits. MEF GFP-LC3 puncta imaging; test concentration mostly 10 µM. calls only at 10 µM (by protocol);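 active means percentage of spot-positive cells more than 3 SD above its plate mean, without a fluorescence outlier flag or 80% toxicity; inconclusive means no clear call, values can overlap the other calls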;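 further: spot-positive cell cutoff set from DMSO-treated cells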
AID2073 = disruptors of CaV2.2 binding to Mint1 – biochemical, HTRF (AID 2073) | HTRF protein-protein interaction, Mint1-CaV2.2; higher % means a stronger effect | inhibition, % at 20 µM, or IC50 in µM where a hit was titrated | 290,000 compounds, 0.19% hits; in the data active means inhibition mostly above about 51%, no sharp cut-off; inconclusive means no clear call, values can overlap the other calls; inactive means mostly below about 53%; further: some results filed as inactive read as strong as hits
WT yeast gro inh mutant strain = recorded beside WT yeast gro inh, whose call it bears; inhibition, %; mitochondrial fusion phenotypic screen, mutant strain inhibition
Dynein cargo inh cytoplasmic EGFP = also measured in Dynein cargo inh; calls as there; z-score; measured here: cytoplasmic GR-EGFP intensity; stronger effect = higher value
Dynein cargo inh nuclear GR-EGFP = also measured in Dynein cargo inh; calls as there; z-score; measured here: nuclear GR-EGFP intensity;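 lower value marks the stronger effect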
Dynein cargo inh cell count = recorded beside Dynein cargo inh, whose call it bears; z-score; measured here: cell count per field
Insulin prom up cell count = further read-out of Insulin prom up, marked with its call; cell count; measured here: cytotoxicity, nuclei count;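 total cells summed across four imaged fields per well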
b-catenin transl cell count 5 µM = also measured in b-catenin transl; calls as there; cell count; measured here: cell count, cytotoxicity flag
MT stabilize HCS Hoechst-high % = further read-out of MT stabilize HCS, marked with its call; % Hoechst-high responders; measured here: nuclear condensation Hoechst responders;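 share of cells brighter than vehicle mean plus two SD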
MT stabilize HCS cytotoxicity % = further read-out of MT stabilize HCS, marked with its call; toxicity, %; measured here: cytotoxicity by cell density;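 0% = mean cell density of plate MIN control wells and 100% = no cells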
Autophagy HCS cell loss 18 h = also measured in Autophagy HCS; calls as there; toxicity, %; measured here: cell loss, nuclei count;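 cell loss after 18 h compound exposure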
An asterisk follows results filed as active; i = inactive; ? = inconclusive; . = no result given; + = active, no number.

SMILES	Dynein cargo inh	Dynein cargo inh cytoplasmic EGFP	Dynein cargo inh nuclear GR-EGFP	Dynein cargo inh cell count	HIV peptide binding	b-catenin transl	b-catenin transl cell count 5 µM	MT stabilize HCS	MT stabilize HCS Hoechst-high %	MT stabilize HCS cytotoxicity %	WT yeast gro inh	WT yeast gro inh mutant strain	Insulin prom up	Insulin prom up cell count	Yfh1-off respiration	Autophagy HCS	Autophagy HCS cell loss 18 h	AID2073
Cc1nn(CC(=O)Nc2ccccc2)c(=O)c2ccccc12	-0.13	0.68	-0.09	-0.0033	-0.6%	.	.	3.5	2.1	4.3	-4	-9	1.2	1397	i	i	-1	-4%
O=C(CSc1nc2ccccc2s1)N1c2ccccc2Sc2ccc(Cl)cc21	-0.62	-0.14	-0.51	0.94	-1.6%	0.2	1383	1.1	0.7	9.2	-2	15	-0.56	1645	.	i	-8	7%
COC(=O)c1ccsc1NC(=O)C1=COCCO1	2.8	0.021	1.8	-1.5	1.2%	-0.1	1096	3.4	2.6	4.6	7	5	0.38	1022	i	i	-41	1%
COc1ccc(/C=C2/SC(=O)NC2=O)cc1	0.62	-0.31	0.25	0.16	0.7%	1.1	1000	2.6	1.0	7.4	15	14	-0.19	1450	i	i	7	4%
Cc1csc(SCC(=O)NC(C)c2ccccc2)n1 (stereo not drawn)	-0.11	-0.17	0.77	-1.1	2.0%	-1.8	1118	3.2	1.5	9.1	16	14	0.02	1128	i	i	16	4%
Cc1ccc(Cn2ncc3c(N4CCN(CCc5ccccc5)CC4)ncnc32)cc1	1.2	-0.21	0.36	0.11	0.4%	-2.8	1156	.	.	.	.	.	-0.6	1395	i	.	.	-2%
CN(C(=O)c1cccnc1)c1nc(-c2ccccc2)cs1	-0.18	-0.27	0.12	-0.49	0.9%	1.2	1280	5.0	1.8	5.9	-1	-3	-1.4	1204	i	i	-28	-4%
CN1CCc2nc(SCC(=O)Nc3ccc(Cl)cc3)c(C#N)cc2C1	-0.012	-0.15	0.011	-0.82	.	.	.	2.2	1.5	6.5	9	4	.	.	i	i	-5	.
CC(C(=O)NCCC1=CCCCC1)c1ccc([N+](=O)[O-])cc1 (stereo not drawn)	0.67	-0.38	0.42	0.18	0.1%	0.3	1517	4.2	1.5	12	-8	-15	0.4	1436	i	i	3	1%
Cc1ccc(CN2CCN(C(=O)C3CCCO3)CC2)cc1 (stereo not drawn)	0.058	-0.22	-0.0043	1	1.8%	-0.8	980	3.0	3.0	25	-9	-11	0.63	1656	i	i	-9	0%
CCCn1cnc2cc(NCc3cccc(OC)c3)ccc21	-0.19	-0.095	0.084	-0.27	-3.1%	-0.3	1059	1.6	1.5	4.4	9	13	-0.01	1646	i	i	2	-35%
COc1ccc(C2/C(=C(/O)c3ccc(C)cc3)C(=O)C(=O)N2CC2CCCO2)cc1OC (stereo not drawn)	-0.56	-0.15	-0.44	0.057	0.6%	0.1	1572	1.6	1.8	3.7	-2	-3	0.14	1048	i	i	1	-4%
Cc1ccn2c(C(=O)c3ccc(Cl)cc3)cnc2c1	-0.17	0.2	-0.21	0.37	0.4%	.	.	0.7	1.7	16	1	24	-0.3	898	i	i	-1	-2%
O=C(NCC(=O)N(Cc1cccs1)C(C(=O)NC1CCCCC1)c1cccnc1)c1ccco1 (stereo not drawn)	-0.64	-0.22	-0.27	0.84	-1.1%	-2.2	568	2.9	2.1	4.7	-4	-13	-0.04	1220	i	i	9	-1%
O=C(N/N=C/c1ccco1)c1cc(Br)ccc1OCc1ccccc1	1.5	0.057	0.88	-2	7.5%	0.1	1127	3.5	3.4	7.2	-12	-2	.	.	i	i	-9	8%
COc1ccc(N=C2S/C(=C\c3ccc(C)s3)C(=O)N2CC(C)C)cc1	-1.4	-0.19	-0.38	0.18	-2.3%	.	.	1.8	1.4	7.4	8	4	.	.	i	i	7	5%
Cc1cccc(C)c1Nc1nnc(SCC(=O)Nc2sccc2C#N)s1	2.3	-0.24	0.81	-1.2	18%	-0.7	979	3.3	2.2	6.5	20	-6	-0.04	1397	i	i	6	22%
CC(C)(C)C(=O)Nc1ccc2c(c1)OCCOCCOc1cc(NC(=O)C(C)(C)C)ccc1OCCOCCO2	-0.7	-0.24	-0.99	0.51	-1.9%	0.2	1556	2.6	2.1	2.7	-6	-14	-0.23	1289	i	i	0	-4%
CCCCOc1ccc(CSC(=N)N)cc1[N+](=O)[O-]	-1	0.21	-0.38	0.63	1.3%	-9.1	1110	0.9	1.2	5.8	15	18	.	.	i	i	-13	-5%
CC(=O)Oc1c(C)cc(Cl)cc1C(=O)Nc1ccc([N+](=O)[O-])cc1Cl	1.1	-0.22	0.19	-0.37	3.8%	4.0	795	3.6	2.4	7.6	85*	85*	?	.	i	i	-2	0%
CC(C)c1ccc(-n2cnn(-c3ncccc3[N+](=O)[O-])c2=O)cc1	1.1	-0.25	0.56	-1.9	-1.1%	0.0	1459	4.0	2.3	7.7	-15	-8	0.76	1414	i	i	-1	-2%
NC(=S)N=Nc1c(O)n(Cc2ccc(F)cc2)c2ccccc12	-0.24	-0.22	0.0058	-0.002	-1.2%	0.1	1092	2.6	1.2	1.5	-37	-6	1.4	1486	i	i	2	12%
S=c1[nH]nc(-c2cccs2)n1C1CCCCC1	0.28	-0.31	0.074	0.71	0.0%	-2.2	1314	.	.	.	.	.	0.9	1058	i	.	.	-2%
Cn1ncc(C#N)c1NC(=O)c1cc(-c2ccccc2Cl)on1	-0.033	-0.24	-0.65	-0.089	5.0%	0.2	1344	2.2	1.4	2.0	11	0	1.4	1673	i	i	-2	19%
Cc1ccc(-c2[nH]c3cc(C(N)=O)ccc3c(=O)c2O)cc1	-0.53	-0.72	-0.086	0.2	-2.9%	0.2	1164	.	.	.	.	.	-0.63	1036	i	.	.	32%
COc1ccc(N(CC(O)Cn2nnc3ccccc32)S(=O)(=O)c2ccc(C)cc2)cc1 (stereo not drawn)	-0.5	-0.19	-0.25	0.24	-2.1%	-0.1	1071	1.6	2.3	13	21	2	-0.1	1358	i	i	-7	-8%
O=C(O)c1ccc(NC(CSCc2ccccc2F)C(=O)O)c([N+](=O)[O-])c1 (stereo not drawn)	-0.95	-0.2	0.26	0.26	4.1%	-3.2	549	3.5	3.3	1.1	-2	-17	0.37	1236	i	i	-1	4%
OCC#CCSc1nnc(-c2ccncc2)o1	-0.89	-0.1	0.25	-0.32	1.6%	0.7	1057	2.4	2.0	8.1	3	-2	1.4	748	i	i	19	-7%
O=C(Oc1ccc(Cl)c2cccnc12)c1ccco1	0.64	-0.15	0.25	-0.12	-2.8%	5.2	957	1.9	1.3	1.4	6	16	0.02	895	i	i	-3	3%
CCOC(=O)Cc1csc(NC(=O)COc2ccc(OC)cc2)n1	-0.3	-0.18	-0.011	-0.09	-1.1%	.	.	3.0	2.9	1.5	19	8	0.16	973	i	i	3	-4%

Next section, starting with the last two of the part before.
SMILES	Dynein cargo inh	Dynein cargo inh cytoplasmic EGFP	Dynein cargo inh nuclear GR-EGFP	Dynein cargo inh cell count	HIV peptide binding	b-catenin transl	b-catenin transl cell count 5 µM	MT stabilize HCS	MT stabilize HCS Hoechst-high %	MT stabilize HCS cytotoxicity %	WT yeast gro inh	WT yeast gro inh mutant strain	Insulin prom up	Insulin prom up cell count	Yfh1-off respiration	Autophagy HCS	Autophagy HCS cell loss 18 h	AID2073
O=C(Oc1ccc(Cl)c2cccnc12)c1ccco1	0.64	-0.15	0.25	-0.12	-2.8%	5.2	957	1.9	1.3	1.4	6	16	0.02	895	i	i	-3	3%
CCOC(=O)Cc1csc(NC(=O)COc2ccc(OC)cc2)n1	-0.3	-0.18	-0.011	-0.09	-1.1%	.	.	3.0	2.9	1.5	19	8	0.16	973	i	i	3	-4%
O=S(=O)(NCc1cccnc1)c1cccs1	0.12	-0.24	0.3	-1.4	-1.1%	-6.9	974	4.6	1.8	5.4	6	1	0.82	1270	i	i	-2	-6%
COc1ccc(C(=O)CSc2nnc(Cc3ccccc3)o2)cc1	-0.34	-0.13	-0.17	0.89	-1.4%	-2.0	788	3.8	5.0	10	-6	-7	0.35	1156	i	i	-6	-13%
CCOC(=O)c1c(C)[nH]c(N=Nc2ccccc2C)c1C	-0.76	-0.074	-0.13	0.73	-3.4%	-1.0	1219	2.2	2.2	5.1	77*	72*	-0.6	738	i	i	29	1%
Nc1n[nH]c(-c2cccc([N+](=O)[O-])c2)n1	-0.098	0.037	0.027	0.24	-0.3%	0.1	987	3.3	1.3	2.6	-14	-2	-0.21	1293	i	i	3	-1%
FC(F)(F)c1ccccc1NC(=S)N1CCc2ccccc2C1	-0.92	-0.31	-0.37	0.97	-1.4%	-5.8	1092	2.7	2.4	6.4	12	8	-2.2	1255	i	+	-13*	-24%
COc1cccc(NC(=O)C(C)Oc2ccccc2)c1 (stereo not drawn)	-0.24	-0.2	-0.089	0.16	-0.1%	0.9	1194	1.1	1.4	7.9	-7	0	-0.07	1059	i	i	5	-1%
O=S(=O)(Cc1ccc(Cl)cc1)N1CCN(Cc2ccc3c(c2)OCO3)CC1	0.15	-0.26	0.036	0.69	0.0%	1.2	1091	.	.	.	.	.	-0.06	1433	i	.	.	8%

Compounds as they come; any-hit rate near 4.2%.
